Compound activity deposited in PubChem BioAssay by National Center for Advancing Translational Sciences (NCATS).
GoLoco inh red: blocks human Gai1 binding to RGS12 GoLoco peptide, red readout; 0.44% of 230,000 active; P63096; Potency, µM (titrated, usually from 61.6 µM), without a hit: at the highest dose activity, negative = inhibition, actives largely listed as inhibitors; Gai1:RGS12 GoLoco peptide FP, rhodamine, 10 min; active = well fitted inhibition curve with a large enough effect, not every such curve was filed as active; inactive = no such curve, though single readings can be large or run the other way; note: % is set by controls: 0 for no effect and ±100 for the full control effect; nearly all actives have a fitted effect of over 30% in size; many of its hits are not listed in these tables
Target sequence (P63096 whole entry, looked up): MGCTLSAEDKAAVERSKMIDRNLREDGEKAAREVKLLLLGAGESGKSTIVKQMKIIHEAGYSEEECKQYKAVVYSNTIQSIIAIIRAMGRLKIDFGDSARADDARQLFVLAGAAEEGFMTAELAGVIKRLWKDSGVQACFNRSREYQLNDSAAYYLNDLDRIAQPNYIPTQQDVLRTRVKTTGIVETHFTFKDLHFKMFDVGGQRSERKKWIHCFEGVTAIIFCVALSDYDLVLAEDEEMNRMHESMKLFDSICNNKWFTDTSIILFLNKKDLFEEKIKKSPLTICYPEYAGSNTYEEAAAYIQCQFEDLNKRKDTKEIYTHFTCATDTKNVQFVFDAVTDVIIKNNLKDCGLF
RECQ1 inh: RECQ1 (human) helicase inhibition; P46063; Potency, µM (series often up to 57.3 µM), without a hit: at the top dose activity, negative = inhibition, hits mostly inhibitors; 0.54% of 240,000 active; AID 2549; RECQ1 DNA unwinding, red fluorescence kinetic read;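 note: plate controls were vehicle for no effect and no enzyme for full effect; nearly all actives have a fitted effect of over 30% in size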
Target sequence (P46063 whole entry, looked up): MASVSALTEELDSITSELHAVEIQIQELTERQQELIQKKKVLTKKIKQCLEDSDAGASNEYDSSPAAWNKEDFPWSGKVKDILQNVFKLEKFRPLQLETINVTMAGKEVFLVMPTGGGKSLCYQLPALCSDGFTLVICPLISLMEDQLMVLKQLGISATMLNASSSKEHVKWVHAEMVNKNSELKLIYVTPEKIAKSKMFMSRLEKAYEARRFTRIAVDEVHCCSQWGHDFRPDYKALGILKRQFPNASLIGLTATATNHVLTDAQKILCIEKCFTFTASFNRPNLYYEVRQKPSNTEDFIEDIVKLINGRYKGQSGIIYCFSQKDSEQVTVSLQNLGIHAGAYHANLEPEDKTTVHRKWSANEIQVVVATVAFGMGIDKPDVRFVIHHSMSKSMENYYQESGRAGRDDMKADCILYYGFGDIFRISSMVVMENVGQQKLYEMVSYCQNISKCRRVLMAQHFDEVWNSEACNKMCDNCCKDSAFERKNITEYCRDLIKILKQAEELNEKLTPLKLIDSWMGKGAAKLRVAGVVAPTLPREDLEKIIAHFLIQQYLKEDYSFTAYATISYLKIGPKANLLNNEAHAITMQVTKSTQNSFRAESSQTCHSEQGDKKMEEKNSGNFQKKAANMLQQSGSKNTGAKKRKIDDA
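RECQ1T1 50 nM; forked duplex (20 bp + 30-nt ss tails) 200 nM, ATP 2 mM final; pH 8.0, 2 mM MgCl2, 2.5 ug/ml poly(dI-dC); 15 min compound preincubation; discontinuous kinetic read over 2 h at RT.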
Epigenetic reg: derepresses silenced GFP reporter in murine cells; AID 1865; murine LDR cells, GFP reporter derepression, 30 h; 0.2% of 280,000 active; Potency, µM (doses to about 53.9 µM), inactives show top-dose GFP activation, actives largely listed as activators; note: % of control where 0% means no effect; nearly all actives have a fitted effect of over 60% in size
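Derepression of a silenced CMV-GFP reporter in murine LDR cells is scored by enumerating GFP-positive cells with a laser-scanning microplate cytometer after 30 hours of treatment at 37 C.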
SMN2 splice enh: increases expression of the SMN2 splice variant | HEK293 SMN2-luciferase splicing reporter, luminescence, 30-36 h | Potency, µM (titrated, usually from 46.1 µM), inactives show top-dose activity change, positive = activation, usual class: activators | 2.8% of 210,000 active; note: % of control where 0% means no effect; nearly all actives have a fitted effect of over 55% in size
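HEK293 cells carry an SMN2 […]–luciferase reporter in which exon 7 inclusion puts luciferase in frame. Cells were plated 10-12 h before compound addition, then incubated 30-36 h at 37C. ONE-Glo luminescence was read; sodium butyrate at 4.5 mM final served as control.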
The depositor's hits bear a star; i = inactive; u = inconclusive; x = no result given; & = joins results of further samples; [ ] = another dose, or the depositor's remark. Unless noted, calls come from the whole dose curve; as a rule, active = well fitted curve in the direction sought with a large enough effect; inconclusive = small, poorly fitted or top-dose-only effect, or another doubt; inactive = no such curve, though single readings can be large; an effect the other way counts as inactive or inconclusive. Potency is the fitted concentration of half-maximal effect.

SMILES | GoLoco inh red | RECQ1 inh | Epigenetic reg | SMN2 splice enh
C=Cc1ccc(Cn2c(SCC(=O)N3CCN(c4ccc(F)cc4)CC3)nc3ccccc32)cc1 | x | x | 0.0% | -3%
CCn1cc(C(=O)N2CCN(c3cc(Cl)ccc3C)CC2)c(=O)c2cc(S(=O)(=O)N3CCOCC3)ccc21 | x | x | 1.1% | -8%
Cc1ccc(CCNC(=O)c2cc3sccc3n2Cc2ccc(F)cc2)cc1 | x | x | u | -7%
O=C(Nc1ccccc1Cl)[C@H](CSCc1ccccc1)N1Cc2ccccc2C1=O | x | x | 0.0% | -1%
COCCCn1c(=N)c(C(=O)NC2CCCC2)cc2c(=O)n3cc(C)ccc3nc21 | x | x | -0.6% | -2%
Clc1ccc(NCc2nc3ccccc3n2CCOc2ccccc2)cc1 | x | x | 3.8% | -30%[inhibitor]
Cc1ccc2c(c1)-c1c(cnc3cc(-c4ccc(F)cc4)nn13)CO2 | x | x | 0.8% | -1%
COc1ccc(CCN2C(=O)N(c3ccc(F)cc3)C(=O)C2CC(=O)Nc2ccccc2)cc1 (stereo not drawn) | x | x | -0.8% | u
CCOc1ccc(NC(=O)c2cnn3c(C(F)F)cc(-c4ccc(C)cc4)nc23)cc1 | x | x | -1.0% | -18%
COc1ccccc1NC(=O)c1oc2ccccc2c1NC(=O)Cc1cccs1 | x | x | 0.6% | -8%
Cc1cccc(N2CCN(C(=O)CCc3nnc4n(CC(C)C)c(=O)c5ccccc5n34)CC2)c1C | x | x | 0.0% | -6%
COC(=O)c1c(NC(=O)C(C)Oc2ccc(Cl)c(C)c2)sc(C)c1C (stereo not drawn) | x | x | -0.5% | 13%
CCCSc1nc2sc3c(c2c(=O)n1-c1ccc(C)cc1)CCCC3 | x | x | -0.8% | -1%
CC(C(=O)NCCSCc1cccc(Cl)c1)N(c1ccccc1)S(C)(=O)=O (stereo not drawn) | x | x | -0.4% | -20%
Cc1ccc2nc3c(cc(C#N)c(=O)n3-c3nnc(SCc4ccccc4Cl)s3)c(=O)n2c1 | x | x | 0.4% | 4%
COc1ccc(CCNC(=O)c2ccc3c(c2)N(Cc2ccc(C)cc2)CCS3)cc1OC | x | x | -4.3% | -6%
CCOC(=O)c1cc2c(=O)n3ccccc3nc2n(CCOC)c1=NC(=O)c1c(-c2ccccc2Cl)noc1C | x | x | -0.7% | -1%
CCOc1ccc(CNC(=O)c2ccc3c(c2)N(CC)CCS3)cc1 | x | x | 0.0% | u
CCCC(=O)Nc1ccc2nn(-c3ccc(CC)cc3)nc2c1 | x | x | 2.0% | 14%
COc1ccc(NC(=O)c2ccc3oc(=O)c(S(=O)(=O)c4ccc(C)cc4)cc3c2)cc1OC | x | x | 0.0% | -4%
Cc1ccc(Oc2nc3c(c(=O)n(Cc4ccccc4)c(=O)n3C)n2C)cc1C | x | x | 0.0% | -52%[inhibitor]
O=C(Nc1cc(F)ccc1F)c1cnn2c(C(F)F)cc(-c3ccccc3)nc12 | x | x | 0.0% | -3%
CCOc1ccccc1CNc1nc2nc(C)cc(C)n2n1 | x | x | -1.0% | 5%
O=C(Nc1ccc(Br)cc1)C1CCCN(S(=O)(=O)c2ccc(Br)s2)C1 (stereo not drawn) | x | x | u | 2%
CCOCCCNC(=O)C(c1ccccc1)N(Cc1cccs1)C(=O)c1ccc(NC(C)=O)cc1 (stereo not drawn) | x | x | -1.0% | 4%

Another view of 9 compounds above:
canonical_smiles	GoLoco inh red	RECQ1 inh	Epigenetic reg	SMN2 splice enh
Cc1ccc2c(c1)-c1c(cnc3cc(-c4ccc(F)cc4)nn13)CO2	x	x	0.8%	-1%
COc1ccc(CCN2C(=O)N(c3ccc(F)cc3)C(=O)C2CC(=O)Nc2ccccc2)cc1 (stereo not drawn)	x	x	-0.8%	u
CCOc1ccc(NC(=O)c2cnn3c(C(F)F)cc(-c4ccc(C)cc4)nc23)cc1	x	x	-1.0%	-18%
COc1ccccc1NC(=O)c1oc2ccccc2c1NC(=O)Cc1cccs1	x	x	0.6%	-8%
Cc1cccc(N2CCN(C(=O)CCc3nnc4n(CC(C)C)c(=O)c5ccccc5n34)CC2)c1C	x	x	0.0%	-6%
COC(=O)c1c(NC(=O)C(C)Oc2ccc(Cl)c(C)c2)sc(C)c1C (stereo not drawn)	x	x	-0.5%	13%
CCCSc1nc2sc3c(c2c(=O)n1-c1ccc(C)cc1)CCCC3	x	x	-0.8%	-1%
CC(C(=O)NCCSCc1cccc(Cl)c1)N(c1ccccc1)S(C)(=O)=O (stereo not drawn)	x	x	-0.4%	-20%
Cc1ccc2nc3c(cc(C#N)c(=O)n3-c3nnc(SCc4ccccc4Cl)s3)c(=O)n2c1	x	x	0.4%	4%

Next part.
SMILES | GoLoco inh red | RECQ1 inh | Epigenetic reg | SMN2 splice enh
CCc1ccc(C2Sc3ccccc3NC3=C2C(=O)c2ccccc23)cc1 (stereo not drawn) | x | x | 2.4% | -79%[inhibitor]
COc1ccc(NC(=O)CCS(=O)(=O)c2nc(-c3ccc4c(c3)OCO4)cc(C(F)(F)F)n2)cc1 | x | x | 17% | 8%
COc1ccc(-n2ncc3c2ncn2nc(-c4ccc(Cl)cc4Cl)nc32)cc1 | x | x | 0.8% | -3%
CCCCC1CCC(C(=O)N2CC(=O)Nc3ccc(Cl)cc3C2c2ccc(F)cc2)CC1 (stereo not drawn) | x | x | 5.3% | 7%
Cc1ncc(C[n+]2csc(CCOP(=O)(O)OP(=O)(O)O)c2C)c(N)n1 | 5% | 8% | x | x
CCC(O)c1ccccc1 (stereo not drawn) | 5% | 1%&1% | x | x
CCOC(=O)N/N=C1/C[C@@H](O)[C@@H](O)[C@@H]2[C@@H]3C(=O)N(Cc4ccc5c(c4)OCO5)C(=O)[C@H]3CC[C@H]12 | x | -2%[11.5 µM] | 0.8%[10.1 µM] | x
CO[C@@H]1COC(=O)C/C=C\[C@@H](C)COC(=O)[C@H](COCc2ccccc2)NC(=O)C/C=C\[C@H]1C | x | 19%[11.5 µM] | 0.0%[10.1 µM] | x
COC(=O)NC(/C(C(=O)OC)=C(\C)NCc1ccccc1)c1ccco1 (stereo not drawn) | x | -3%[11.5 µM] | 0.0%[10.1 µM] | x
CC1CCC2C(=O)OC(CN=[N+]=[N-])CN2C1c1ccc(Br)cc1 (stereo not drawn) | x | -9%&-19%&-1%&4%[11.5 µM] | 0.8%&2.3%&0.0%&3.1%&1.1%&0.0%[10.1 µM] | x
C=C(C)C(O)/C=C/c1ccc(OC)cc1 (stereo not drawn) | x | -2%[11.5 µM] | 6.8%[10.1 µM] | x
COc1ccc(COC(=O)N/N=C2/C[C@@H](O)[C@@H](O)[C@@H]3[C@@H]4C(=O)N(C5CCCCC5)C(=O)[C@H]4CC[C@H]23)cc1 | x | 0%[11.5 µM] | 0.0%[10.1 µM] | x
CO[C@H]1COC(=O)[C@H](C)NC(=O)C/C=C\[C@@H](C)[C@H](OC)COC(=O)[C@@H](OCc2ccccc2)/C=C\[C@@H]1C | x | -5%[11.5 µM] | 2.3%[10.1 µM] | x
CO[C@H]1COC(=O)C/C=C\[C@@H](C)[C@H](OC)COC(=O)[C@H]2CCCN2C(=O)C/C=C\[C@@H]1C | x | 20%[11.5 µM] | 1.1%[10.1 µM] | x
CCCNC(=O)OC[C@H]1O[C@@H](CCO/N=C\[C@@H](NS(=O)(=O)c2ccc(C)cc2)[C@H](C)/C=C\CC(=O)OC)C=C[C@@H]1Oc1ccc(OC)cc1 | x | 11%[11.5 µM] | 0.0%[10.1 µM] | x
CC(C)(C)N1C(=O)[C@H]2[C@H]3[C@H](O)[C@H](O)C/C(=N/NC(=O)OCc4ccccc4)[C@H]3CC[C@@H]2C1=O | x | i[11.5 µM] | 1.1%[10.1 µM] | x
COc1cccc([C@H]2Oc3ccc(OC)cc3/C(=N\OC[C@@H](O)[C@@H]3O[C@@H]4OC(C)(C)O[C@@H]4[C@H]3O)[C@@H]2O)c1 | x | i[11.5 µM] | 0.8%[10.1 µM] | x
COC(=O)C/C=C\[C@@H](C)[C@@H](/C=N\O[C@@H](C)c1cc(-c2c(C)cc(C)cc2C)no1)NS(=O)(=O)c1ccc(C)cc1 | x | 0%[11.5 µM] | 1.1%[10.1 µM] | x
COC(=O)C/C=C\[C@@H](C)[C@@H](/C=N\OC[C@@H](O)COCc1ccco1)NS(=O)(=O)c1ccc(C)cc1 | x | i[11.5 µM] | 0.8%[10.1 µM] | x
CCOC(=O)CCN1C(=O)[C@H]2[C@H]3[C@H](O)[C@H](O)C/C(=N/OCc4ccccc4)[C@H]3CC[C@@H]2C1=O | x | i[11.5 µM] | 0.0%[10.1 µM] | x
CC(=O)OCC1OC(C#CCCCc2ccccc2)C=CC1OC(C)=O (stereo not drawn) | x | 14%&16%[11.5 µM] | 5.6%&-0.4%[10.1 µM] | x
C[C@@H](c1ccccc1)N1C(=O)[C@H]2[C@H]3[C@H](O)[C@H](O)C/C(=N/OCc4ccccc4)[C@H]3CC[C@@H]2C1=O | x | 14%[11.5 µM] | 3.4%[10.1 µM] | x
COC(=O)[C@@H]1CC[C@H](C)[C@@H](c2ccc(C)cc2)N1C(=O)c1ccc(/C=N\O[C@@H](C)c2cn([C@H](CO)Cc3ccccc3)nn2)cc1 | x | -10%[11.5 µM] | 0.0%&0.0%[10.1 µM] | x
CO/N=C\[C@@H](C)[C@H](OCc1ccccc1)C(C)C | x | i[11.5 µM] | 0.0%[10.1 µM] | x
CC(C)CO/N=C1/C[C@@H](O)[C@@H](O)[C@@H]2[C@@H]3C(=O)N(c4cccc(Oc5ccccc5)c4)C(=O)[C@H]3CC[C@H]12 | x | 13%[11.5 µM] | 2.3%[10.1 µM] | x
(further entries)
SMILES | GoLoco inh red | RECQ1 inh | Epigenetic reg | SMN2 splice enh
CC12C=C(/C=C/c3ccccc3)C(C)(C1)C(c1ccccc1)CC2=O (stereo not drawn) | x | i[11.5 µM] | 0.8%[10.1 µM] | x
C#CCCCO/N=C1/[C@H]2O[C@@H]2[C@@H](O)[C@H]2[C@H]1CCn1c(=O)n(-c3ccccc3)c(=O)n12 | x | -6%[11.5 µM] | 0.0%[10.1 µM] | x
C=C1C=C(Br)C2(OCCCO2)[C@H]2OC12 (stereo partly drawn) | x | 2%[11.5 µM] | 0.0%[10.1 µM] | x
CCCCc1nc2c(c3c1CC(C)OC3)CN(CCC(C)C)CC2 (stereo not drawn) | x | -8%[11.5 µM] | 2.2%[10.1 µM] | x
CC1CCC2C(=O)OC(COc3ccc(C(C)(C)C)cc3)CN2C1c1ccc(Br)cc1 (stereo not drawn) | x | -6%&14%&-8%[11.5 µM] | 0.0%&1.1%&0.0%&0.0%&0.0%[10.1 µM] | x
CO[C@@H]1COC(=O)[C@H]2CCCN2C(=O)C/C=C\[C@@H](C)[C@H](OC)COC(=O)[C@H]2CCCN2C(=O)C/C=C\[C@H]1C | x | -3%[11.5 µM] | 1.1%[10.1 µM] | x
CO[C@@H]1/C=C\CC(=O)N[C@@H](C)C(=O)OC[C@H](NS(=O)(=O)c2ccc(C)cc2)[C@H](C)/C=C\CC(=O)OC[C@H]1C | x | 21%[11.5 µM] | 0.0%[10.1 µM] | x
Cn1c(=O)n2n(c1=O)[C@H]1[C@H](O)[C@H]3O[C@@H]3/C(=N/OCc3ccccc3)[C@@H]1CC2 | x | 0%[11.5 µM] | 0.8%[10.1 µM] | x
C=C(C)C(O)/C=C/CCCCCCC (stereo not drawn) | x | -10%[11.5 µM] | 0.0%[10.1 µM] | x
C/C(CCN1CCCCc2nc(C)c(C)cc21)=N\OC[C@@H](O)COCc1ccco1 | x | 9%[11.5 µM] | 0.0%[10.1 µM] | x

This is a subset (hit frequency here may not be typical).
